Compound activity (PubChem BioAssay)
5HT1E antag = 5-HT1E receptor antagonists, primary screen, cell-based, HTS; 0.99% of 65,000 active; AID 571, 2007; CHO 5-HT1E Ga15 NFAT-bla reporter, FRET, antagonist; inhibition, % at 6 µM;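 active means inhibition above a set limit, the mean inhibition across every tested compound plus 3 SD, cut at about 29% in these data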;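 further: signal is the 460 over 535 nm emission ratio of beta-lactamase substrate; 0% = agonist plus DMSO wells and 100% = wells without agonist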
S1P3 ag = human S1P3 receptor agonists, primary screen, cell-based, primary and confirmation, NFAT-BLA reporter. S1P3 NFAT-BLA reporter cells, agonism, FRET ratio; relative to 1 µM S1P, basal subtracted. activation, % at 4.5 µM. 0.1% of 60,000 active. AID 373, 2006;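 active means activation above the screen-wide mean plus 3 SD, cut at about 4.5% in these data, passing the limit was not always enough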; further: some compounds called inactive have numbers as strong as hits
Target sequence (Q99500 whole entry, looked up): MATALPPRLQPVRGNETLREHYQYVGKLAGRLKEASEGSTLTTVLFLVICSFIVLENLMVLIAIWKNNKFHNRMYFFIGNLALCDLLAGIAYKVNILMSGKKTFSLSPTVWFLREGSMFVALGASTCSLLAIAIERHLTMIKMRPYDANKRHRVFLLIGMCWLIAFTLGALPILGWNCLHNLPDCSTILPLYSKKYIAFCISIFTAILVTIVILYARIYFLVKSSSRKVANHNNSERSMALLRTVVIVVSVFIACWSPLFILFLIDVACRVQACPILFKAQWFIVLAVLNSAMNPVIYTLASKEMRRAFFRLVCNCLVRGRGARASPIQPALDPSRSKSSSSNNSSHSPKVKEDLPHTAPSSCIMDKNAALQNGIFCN
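Benchmarks: high control 1 µM S1P / System: stable CHO line with human S1P3, Gα16, NFAT-BLA reporter / Dosing: single compound concentration, 4.5 µM final / Timing: 4 h compound at 37 °C, 2 h substrate at RT / Measured by: FRET β-lactamase substrate fluorescence, excitation 405 nm, 460/535 nm emission ratio, background-subtracted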
5HT1E ag = 5-HT1E receptor agonists, primary screen, cell-based, HTS; CHO 5-HT1E Ga15 NFAT-bla reporter, FRET; 0% DMSO wells, 100% control agonist wells; activation, % at 6 µM; 0.69% of 65,000 active;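 active means activation above a set limit, the screen-wide mean activation plus 3 SD, cut at about 8.5% in these data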;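 further: 100% = positive control agonist at 1 µM giving full maximal response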
SF1 activator = activators of human SF-1, primary screen, cell-based, CHO-K1, Gal4-SF-1 LBD, luciferase luminescence. activation, % at 10 µM. Steroidogenic factor 1 (Homo sapiens), Q13285. AID 522, 2006. 1.9% of 65,000 active. CHO-K1 Gal4-SF-1 LBD luciferase reporter; % increase over DMSO SF-1-specific signal;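 active means activation above the mean activation of all tested compounds plus 3 SD, cut at about 50% in these data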
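Test system: CHO-K1 cells with Gal4–hSF-1 LBD chimera plus Gal4-driven luciferase; Input: 4,000 cells/well; Compound: 10 µM only; Times: 20 h compound treatment, 37 °C; Measured by: steady-glow luciferase luminescence, read after 15 min reagent incubation; Measure: percent activation versus DMSO; Control set: DMSO and mock-transfected background; Replicates: one test per compound.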
5-HT1A blocker = human 5-HT1a receptor antagonists, primary screen, cell-based, CHO, Ga15 NFAT-bla reporter; 0.68% of 62,000 active; CHO 5-HT1a Ga15 NFAT-bla reporter, antagonist mode; AID 612, 2007; 5-hydroxytryptamine receptor 1A (Homo sapiens), P08908; inhibition, % at 10 µM;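 active means inhibition above the mean of all tested compounds plus 3 SD, cut at about 43% in these data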;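 further: receptor stimulated by 5-CT agonist at 100 nM near EC80; beta-lactamase reporter measured by ratiometric fluorescence of a cleavable substrate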
Target sequence (P08908 whole entry, looked up): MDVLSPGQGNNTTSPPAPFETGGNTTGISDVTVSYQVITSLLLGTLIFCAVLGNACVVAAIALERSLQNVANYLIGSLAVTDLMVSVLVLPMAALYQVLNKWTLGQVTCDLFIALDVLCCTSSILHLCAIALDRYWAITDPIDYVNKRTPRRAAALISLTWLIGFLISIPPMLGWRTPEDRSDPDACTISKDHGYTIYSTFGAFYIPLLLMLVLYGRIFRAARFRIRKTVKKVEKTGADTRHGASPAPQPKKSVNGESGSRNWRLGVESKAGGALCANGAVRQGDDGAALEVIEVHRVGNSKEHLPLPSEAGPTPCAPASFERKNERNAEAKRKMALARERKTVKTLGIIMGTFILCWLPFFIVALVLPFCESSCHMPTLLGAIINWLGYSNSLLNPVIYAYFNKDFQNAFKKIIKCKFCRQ
Ecoli tolC = growth inhibitors of E. coli tolC mutant, primary screen, strain BW25113 ΔtolC::kan, 384-well; AID 573, 2007; 2.2% of 65,000 active; OD615; growth inhibition, % at 10 µM (by protocol);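 active means growth inhibition at or above a cutoff equal to the mean over every tested compound plus 3 SD, cut at about 60% in these data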;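 further: growth measured after 20 h incubation at 37 °C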
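Assay system: tolC-deleted E. coli BW25113. Medium: kanamycin-containing LB broth (50 µg/mL). Dosing: 10 µM final, single dose. Timing: bacterial growth with compound for 20 h at 37 °C. Detection: A615 absorbance measurement. Read-out basis: growth inhibition in percent.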
RORa activator = activators of orphan receptor RORA, primary screen, cell-based, luminescence; CHO-K1 Gal4-RORA LBD luciferase reporter; percent increase over mock-subtracted basal signal; Nuclear receptor ROR-alpha (Homo sapiens), P35398; activation, % at 10 µM; 1.5% of 65,000 active;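 active means activation above the mean of all tested compounds plus 3 SD, cut at about 49% in these data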;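 further: 0% = DMSO-treated RORA cells and 100% = added signal equal to DMSO minus mock-transfected cells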
S1P1 ag pot = S1P1 agonists and agonism potentiators, primary screen, cell-based, primary and confirmation screens, CRE-bla reporter | 0.57% of 56,000 active | S1P1 CRE-bla cells, forskolin, beta-lactamase FRET, potentiator mode; S1P1 agonist co-added at EC20, 2 nM; 100% = saturating reference agonist, 0% = basal | activation, % at 9.5 µM | Sphingosine 1-phosphate receptor 1 (Homo sapiens), P21453;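 active means activation above a cutoff set at the mean activation of all tested compounds plus 3 SD, cut at about 54% in these data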;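 further: forskolin at 4 µM as EC80 and the EC20 agonist is SEW2871; 100% = SEW2871 at its EC100 plus forskolin at EC80; some compounds past the cut are filed as inactive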
AP ELISA ortho = alternative complement pathway inhibitors, primary screen, biochemical, ELISA, human serum, orthogonally pooled compounds; LPS-coated ELISA, C3 deposition; tested in compound mixtures; inhibition, % at 5 µM; 0.08% of 62,000 active; AID 1235, 2008;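 active means inhibition above 30% in each of the two pooled mixtures holding the compound, so the lower value exceeds 30%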;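 further: 0% = serum in Mg-EGTA without compound and 100% = EDTA serum blank; some compounds past the cut are filed as inactive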
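Medium: diluted human serum in Mg2+-EGTA GVB++. Assay system: human serum complement alternative pathway, C3 deposition onto LPS. Also added: Plate-bound LPS. Technique: Anti-C3 ELISA, OD 450 nm. Measure: percent inhibition. Incubation: 1 h at 37 °C. Dosing: 5 µM each compound, pools of ten, 50 µM per pool.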
Active calls of the source: *; nt = no result given.

Below each SMILES: 5HT1E antag	S1P3 ag	5HT1E ag	SF1 activator	5-HT1A blocker	Ecoli tolC	RORa activator	S1P1 ag pot	AP ELISA ortho
> Cc1ccc(CC(NC(=O)c2ccccc2)C(=O)N2CCCC2C(=O)O)cc1 (centres undefined)
    -2	0.1	1.4	-14	-17	-8	-1	-13	12
> CCOCCCNC(=O)c1ccc(OC)cc1
    -5	-0.2	-0.3	27	-13	-18	1	-19	21
> CCC(=O)N1CCc2cc(S(=O)(=O)CCC(=O)NCc3cccs3)ccc21
    1	-0.2	-0.4	13	3	-21	16	-3	3
> COC(=O)c1[nH]c2ccccc2c1NC(=O)CCN1CCSCC1
    -1	-1.5	0.0	4	1	-7	-5	-16	13
> O=C(NCc1ccc2c(c1)OCO2)C1CCCN1C(=O)Nc1cccc(Cl)c1 (centres undefined)
    20	-0.9	-1.7	-6	18	-11	-15	21	2
> COc1ccc(Nc2oc(-c3cccs3)nc2C#N)cc1
    14	-3.3	-0.3	41	nt	1	21	-7	nt
> CC(=O)c1cccc(NC(=O)N2CCCC2C(=O)Nc2cccc(C)c2C)c1 (centres undefined)
    7	nt	0.5	-1	4	4	9	nt	3
> O=C1NCCCc2c1no[n+]2[O-]
    -14	0.3	0.6	-1	-13	-15	2	3	15
> c1nc(N2CCCCC2)c2[nH]cnc2n1
    -3	0.4	0.6	-1	-8	-8	-3	-8	10
> CCCC(=O)C1=C(SCC)CC(C)(C)C(C(=O)OC)C1=O (centres undefined)
    2	-0.9	0.0	-1	-3	3	-10	nt	-1
> COc1ccc(-c2cn3c(C)c(C(=O)N4CCN(c5ccc(F)cc5)CC4)sc3n2)cc1
    -10	-1.0	-0.1	-17	5	1	0	2	13
> CC1CCCCN1C(=O)CSCC(=O)Nc1nc(-c2cccs2)cs1 (centres undefined)
    22	-1.1	0.6	8	4	28	12	5	3
> COc1cccc(N2CCN(CC(=O)NCc3cccs3)CC2)c1
    0	-0.3	-0.4	-11	4	-10	-18	-17	16
> COc1cccc(NC(=O)Cn2c(-c3cncs3)nc3ccccc32)c1
    -2	0.0	0.9	-5	4	16	-3	-2	3
> CC(C)COC(=O)n1ccc(C(=O)N2CCCCC2)n1
    3	-0.6	0.2	5	6	-16	6	0	2

Below each SMILES: 5HT1E antag	S1P3 ag	5HT1E ag	SF1 activator	5-HT1A blocker	Ecoli tolC	RORa activator	S1P1 ag pot	AP ELISA ortho
> CCC(=O)N1CCc2cc(S(=O)(=O)Nc3ccc4c(c3)OCCO4)ccc21
    8	nt	-1.1	-15	7	-5	-21	nt	-4
> CCN(CC(=O)Nc1cccc(C(C)=O)c1)S(=O)(=O)c1ccc(OC)cc1
    4	-0.2	0.3	-2	3	10	7	nt	22
> CCn1cc(C(=O)NCCCN2CCC(C)CC2)c(=O)c2cc(S(=O)(=O)N3CCCC3)ccc21
    -6	-0.1	-1.7	-14	-2	-22	13	-7	12
> Cc1ccc(Cl)cc1N1CCN(C(CC(C)C)c2nnnn2CC2CCCO2)CC1 (centres undefined)
    -4	-0.3	0.1	2	8	-2	-1	-6	17
> N#Cc1nc(-c2ccco2)oc1NCc1ccc(F)cc1
    12	0.0	-0.5	20	4	9	0	-5	8
> O=C(COC(=O)CCc1ccc(S(=O)(=O)N2CCCCC2)cc1)Nc1ccc2c(c1)OCO2
    10	-0.1	0.3	9	-16	14	11	10	7
> Cc1nc2ccc(S(=O)(=O)NCC(=O)N3CCC(C)CC3)cc2s1
    4	-0.2	-0.5	6	-11	-3	2	-25	1
> COc1ccc(CCNC(=O)c2cc(-c3cccs3)on2)cc1OC
    14	-2.5	0.2	29	7	-5	11	-93	5
> O=C1OCCC1Sc1ncnc2sc3c(c12)CCC3 (centres undefined)
    2	-1.4	-0.1	-8	0	1	-17	-6	6
> COc1cccc(CNn2cnnc2)c1OCc1ccccc1F
    -4	-0.6	-0.6	-3	-8	-4	-23	-18	20
> CN(C)S(=O)(=O)c1ccc(C(=O)Oc2ccccc2)cc1
    2	-1.1	-0.1	-5	-4	4	-5	-12	-4
> COc1ccc(C(=O)Nc2ccccc2C(=O)NCCCn2ccnc2)cc1
    1	-0.3	-0.2	-4	-2	-2	8	-20	5
> Cc1cc(C)nc(NS(=O)(=O)c2ccc(NC(=O)C3CC(=O)N(c4ccccc4)C3)cc2)n1 (centres undefined)
    -15	-1.0	-0.2	-13	-15	-6	-4	-18	9
> c1ccc2c(CNn3cnnc3)cccc2c1
    2	-0.5	-0.1	-15	3	0	-3	nt	14
> COCCNS(=O)(=O)c1ccc(-c2ccc(S(=O)(=O)NCCOC)cc2)cc1
    3	-1.3	-0.3	-8	14	0	0	1	5

Below each SMILES: 5HT1E antag	S1P3 ag	5HT1E ag	SF1 activator	5-HT1A blocker	Ecoli tolC	RORa activator	S1P1 ag pot	AP ELISA ortho
> O=C(OCC1COc2ccccc2O1)c1ccccc1F (centres undefined)
    -4	-0.8	-0.3	4	8	10	23	4	11
> COc1ccc(CCNc2oc(COc3ccccc3Cl)nc2C#N)cc1OC
    20	0.2	0.7	-10	10	45	-12	-2	21
> Cc1ccccc1-n1c(=O)c2ccccc2n2nnnc12
    -3	nt	0.6	-2	-22	-23	19	nt	-15
> O=c1[nH]c(-c2cccnc2)nc2ccccc12
    -1	-0.5	-0.7	-6	-6	-13	0	nt	2
> Cc1ccc(NC(=O)CCN2C(=O)c3ccncc3C2=O)cc1
    -2	0.3	0.1	8	-4	-17	-22	13	8
> CCSc1nc2c(c(=O)[nH]1)C(c1ccncc1)C(C(=O)OC(C)C)=C(C)N2 (centres undefined)
    -10	nt	0.1	5	0	-5	-1	nt	7
> CCCC(=O)Nc1ccc(NC(=O)CCc2ccccc2)cn1
    -2	-1.5	-1.7	-9	-8	-12	-7	-6	-7
> COc1ccc(-c2noc(CCC(=O)NCC3CCN(Cc4cccc(C)c4)CC3)n2)cc1
    -4	nt	0.2	21	12	5	-11	nt	-2
> O=C(COc1ccc(C(=S)N2CCOCC2)cc1)N1CCCC1
    -5	-0.9	0.8	-7	-13	-18	-7	5	1
> COCCCNC(=O)CN(C1CCCCC1)S(=O)(=O)c1ccc(C)cc1
    5	-1.4	0.0	-1	9	3	-24	-2	-11
> CCn1c(CNc2ccc(Cl)cc2)nnc1SCC(=O)NCc1ccccc1
    17	-1.4	-2.3	-20	14	nt	-9	33	22
> COc1ccc(C2C3=C(CC(C)(C)CC3=O)Oc3ncn4nc(-c5cccnc5)nc4c32)cc1OC (centres undefined)
    7	-0.2	1.7	-16	-9	-5	-6	-40	0
> COCCN1Cc2cccc(C(=O)NCc3cccnc3)c2C1=O
    7	-0.8	-0.1	-17	4	-8	3	-4	11
> O=C(NC(=O)c1cccc(F)c1)OC[C@@H]1CCCN2CCCC[C@H]12
    8	-0.1	0.6	-9	-14	-20	0	-15	12
> CCCC(=O)N=c1sc2cccc(F)c2n1C
    -2	-0.2	0.3	18	4	-7	6	-15	5

Below each SMILES: 5HT1E antag	S1P3 ag	5HT1E ag	SF1 activator	5-HT1A blocker	Ecoli tolC	RORa activator	S1P1 ag pot	AP ELISA ortho
> COC(=O)c1c(C)[nH]c(C(=O)CN2CCOCC2)c1C
    -6	-0.4	0.2	2	-17	-14	8	-7	-3
> N#CC1=C(N)N(c2ccccc2Sc2ccccc2)C(=O)C1
    -12	0.7	0.0	-10	-10	4	-4	-38	22
> Cc1cc(Cl)ccc1OCC(=O)NCCCN1CCOCC1
    5	-0.7	0.8	16	6	-3	-22	-12	-9
> CC(C)(C)NC(=O)NC(=O)COC(=O)COc1ccc2c(c1)CCC2
    -2	-0.2	0.1	-6	13	-8	4	-2	-7
> O=C(CCc1ccccc1)Nc1ccncc1
    -4	-1.8	0.4	-14	-5	-10	-8	-2	10
> CCS(=O)(=O)Nc1ccc(C(=O)OC)cc1
    -3	-1.5	-1.8	-7	0	-7	-17	nt	-8
> CC(C)(C)NC(=O)NC(=O)COC(=O)c1ccco1
    -3	nt	0.4	-13	-8	1	-7	nt	15
> CS(=O)(=O)Nc1ccc(S(=O)(=O)N2CCOCC2)cc1
    0	1.3	0.1	-20	-14	-22	-14	-16	6
> O=C(Nc1ccc2c(c1)OCCO2)C1CCCN1S(=O)(=O)c1ccc(Cl)cc1 (centres undefined)
    -7	-0.7	0.2	-10	0	15	-11	11	3

Looked up by compound from the entries so far, three records:
Below each SMILES: 5HT1E antag	S1P3 ag	5HT1E ag	SF1 activator	5-HT1A blocker	Ecoli tolC	RORa activator	S1P1 ag pot	AP ELISA ortho
> CS(=O)(=O)Nc1ccc(S(=O)(=O)N2CCOCC2)cc1
    0	1.3	0.1	-20	-14	-22	-14	-16	6
> CCS(=O)(=O)Nc1ccc(C(=O)OC)cc1
    -3	-1.5	-1.8	-7	0	-7	-17	nt	-8
> CC(C)(C)NC(=O)NC(=O)COC(=O)c1ccco1
    -3	nt	0.4	-13	-8	1	-7	nt	15
